Screening results: PubChem, The Scripps Research Institute Molecular Screening Center
M4 PAM: positive allosteric modulators of human muscarinic M4 receptor; P08173; CHO-K1 hM4/Gqi5, Fluo-8 calcium fluorescence, ACh EC20; 0% = ACh EC20, 100% = maximal ACh; activation, % at 3 µM; 360,000 compounds, 0.4% hits; AID 624126;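 active means activation above its plate's cutoff, the mean activation of sample wells plus 3 SD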; further: some results filed as inactive read as strong as hits
M5 PAM: positive allosteric modulators of human muscarinic M5 receptor. 360,000 compounds, 0.3% hits. CHO-K1 hM5, Fluo-8 calcium, ACh EC20 PAM; 0% = ACh EC20, 100% = ACh EC100. P08912. activation, % at 3 µM;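 active means activation above the run cutoff, the mean activation of all test compounds plus 3 SD, cut at about 18% in these data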
Target sequence (P08912 whole entry, looked up): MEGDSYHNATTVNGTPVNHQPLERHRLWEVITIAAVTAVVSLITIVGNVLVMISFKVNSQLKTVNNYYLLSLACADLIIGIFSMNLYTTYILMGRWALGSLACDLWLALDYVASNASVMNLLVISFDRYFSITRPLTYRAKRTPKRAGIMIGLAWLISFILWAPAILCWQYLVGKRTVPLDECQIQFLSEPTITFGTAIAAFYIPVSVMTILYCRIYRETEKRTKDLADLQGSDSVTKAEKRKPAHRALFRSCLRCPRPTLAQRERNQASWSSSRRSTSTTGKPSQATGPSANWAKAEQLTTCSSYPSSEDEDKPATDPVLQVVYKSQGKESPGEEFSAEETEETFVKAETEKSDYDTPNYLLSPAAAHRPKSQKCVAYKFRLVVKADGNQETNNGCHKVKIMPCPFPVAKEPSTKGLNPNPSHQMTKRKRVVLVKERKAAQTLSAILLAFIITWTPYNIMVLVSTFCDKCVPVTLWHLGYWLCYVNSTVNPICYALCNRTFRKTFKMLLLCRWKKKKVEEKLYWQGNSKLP
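system = human M5 receptor in CHO-K1 cells | compound = one concentration, 3 µM final (nominal) | schedule = Post-acetylcholine fluorescence recording 140 s | signal = Fluo-8 calcium dye fluorescence, kinetic read | benchmarks = low control EC20 acetylcholine (0%), high control EC100 acetylcholine (100%) | repeats = singlicate, one well per test compound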
M5 ag: agonists of human muscarinic M5 receptor (CHRM5); P08912; CHO-K1 hM5 cells, Fluo-8 calcium fluorescence; 0% DMSO wells, 100% maximal acetylcholine response; activation, % at 3 µM; 360,000 compounds, 0.19% hits; AID 624037;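 active means activation above the run's mean over test compounds plus 3 SD, cut at about 23% in these data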;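 further: signal is peak over basal fluorescence ratio across the kinetic read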
CHRM4 agonist: CHRM4 agonism in calcium assay | AID 624127 | CHO-K1 hM4/Gqi5, Fluo-8 calcium fluorescence; vehicle 0%, full acetylcholine response 100% | P08173 | activation, % at 3 µM | 360,000 compounds, 0.14% hits;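 active means activation above the run mean over all test wells plus 3 SD, cut at about 32% in these data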;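 further: peak over basal fluorescence ratio per well then scaled between controls; 0% = DMSO wells and 100% = acetylcholine at EC100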
M4 antag: CHRM4 antagonism in calcium assay; P08173; CHO-hM4 cells, ACh EC80, Fluo-8 calcium fluorescence; inhibition, % at 3 µM; 360,000 compounds, 0.73% hits;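 active means inhibition above its plate's cutoff, the mean inhibition of sample wells plus 3 SD, cut at about 27% in these data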;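 further: 0% = acetylcholine EC80 with DMSO and 100% = DMSO without agonist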
M1 PAM parental: counter-screen for M1 PAMs: effect in parental CHO-K1 cells. ATP EC20, Fluo-8 calcium fluorescence; 0% at ATP EC20, 100% at ATP max. activation, % at 3 µM. 360,000 compounds, 0.02% hits. AID 602247;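 active means activation above the run cutoff, the mean activation of all test compounds plus 3 SD, cut at about 40% in these data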;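 further: peak over basal fluorescence ratio in a 140 s read after ATP addition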
CHRM5 antagonist: antagonists of human muscarinic M5 receptor (CHRM5) | inhibition, % at 3 µM | CHO-hM5 cells, Fluo-8 calcium fluorescence, ACh EC80 | 360,000 compounds, 0.59% hits | AID 624040 | P08912;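 active means inhibition above a per-plate cutoff, the mean of that plate's test compounds plus 3 SD, cut at about 27% in these data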;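 further: 0% = acetylcholine EC80 with DMSO and 100% = DMSO without agonist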
CHO-K1 Ca ag: counter-screen for M1 agonists: effect in parental CHO-K1 cells; Fluo-8 calcium fluorescence; scaled to maximal ATP response, vehicle zero; activation, % at 3 µM; 360,000 compounds, 0.48% hits; AID 602248; in the data active means activation above about 15%;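 further: untransfected CHO-K1 host cells lacking M1 receptor as counterscreen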
CHO-K1 Ca antag: counter-screen for M1 antagonists: effect in parental CHO-K1 cells | AID 602250 | 360,000 compounds, 0.6% hits | ATP-induced calcium, Fluo-8 fluorescence | inhibition, % at 3 µM;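 active means inhibition above a per-plate cutoff, the plate's mean sample inhibition plus 3 SD, cut at about 24% in these data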;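 further: 0% = DMSO plus EC80 ATP and 100% = DMSO alone without ATP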
Starred values were filed as active, the others as inactive.

Start of the data: the first 3 records as a preview:
(1) Cc1nn(Cc2c(F)c(F)c(F)c(F)c2F)c(C)c1NC(=O)c1c([N+](=O)[O-])cnn1C
(2) Cc1cc2cccc(C)c2nc1SCC(=O)N(C)c1nc(-c2ccccc2)cs1
(3) O=C(NNC(=S)Nc1ccc(Br)cc1)c1ccccc1Br

assay / entry,1,2,3
M4 PAM,-4.3,1.5,-5.4
M5 PAM,-2.9,-4.2,-7.8
M5 ag,9.8,-1.6,-2.5
CHRM4 agonist,7.2,0.0,6.3
M4 antag,-0.5,2.4,2.6
M1 PAM parental,0.4,0.4,-5.1
CHRM5 antagonist,-8.0,9.3,21.4
CHO-K1 Ca ag,5.1,0.3,1.6
CHO-K1 Ca antag,3.2,-1.0,5.7

Main list (from the top)
(1) Cc1nn(Cc2c(F)c(F)c(F)c(F)c2F)c(C)c1NC(=O)c1c([N+](=O)[O-])cnn1C
(2) Cc1cc2cccc(C)c2nc1SCC(=O)N(C)c1nc(-c2ccccc2)cs1
(3) O=C(NNC(=S)Nc1ccc(Br)cc1)c1ccccc1Br
(4) CCn1c(=O)n(CC)c2cc(N3CCCC3)c(NC(=O)c3ccc(C)cc3)cc21
(5) CN1CCN(c2ccccc2NC(=O)c2cccs2)CC1
(6) Cc1ccc(-c2ccc([C@H]3[C@@H]4C=CCC[C@@]4(C)C(=O)N3Cc3ccccc3)c(F)c2)cc1

assay / entry,1,2,3,4,5,6
M4 PAM,-4.3,1.5,-5.4,-4.2,-2.7,2.4
M5 PAM,-2.9,-4.2,-7.8,-1.0,5.7,-3.6
M5 ag,9.8,-1.6,-2.5,-6.2,-7.3,0.7
CHRM4 agonist,7.2,0.0,6.3,-0.2,0.8,1.2
M4 antag,-0.5,2.4,2.6,-1.5,6.3,5.8
M1 PAM parental,0.4,0.4,-5.1,9.9,9.3,24.8
CHRM5 antagonist,-8.0,9.3,21.4,7.9,-45.8,9.9
CHO-K1 Ca ag,5.1,0.3,1.6,-0.5,1.2,0.4
CHO-K1 Ca antag,3.2,-1.0,5.7,-15.1,-8.0,-20.7

(7) COc1ccc(C)cc1NC(=O)c1cccc(C(=O)Nc2cc(C)ccc2OC)c1
(8) O=C(Nc1ccccc1[N+](=O)[O-])C1C(c2ccccc2)=C1c1ccccc1
(9) O=C(Cc1c(O)c2ccccc2[nH]c1=O)N(Cc1ccccc1)Cc1ccccc1
(10) COC(=O)Cn1ncc(N2CC(C)OC(C)C2)c(Cl)c1=O (centres undefined)
(11) CC(C)NC(=O)CSc1nnc(-c2ccc(C(C)(C)C)cc2)n1C
(12) Cc1cc(NC(=O)c2ccccc2-c2ccccc2C(=O)O)no1

assay / entry,7,8,9,10,11,12
M4 PAM,-4.0,4.7,13.3,-0.4,-1.9,16.7
M5 PAM,-5.0,2.6,5.0,5.4,1.5,4.4
M5 ag,5.5,-7.7,0.1,-1.7,3.9,1.1
CHRM4 agonist,0.1,-0.5,-0.1,0.8,4.5,1.0
M4 antag,-0.8,-6.8,-11.5,-2.4,-3.3,7.4
M1 PAM parental,8.2,15.7,20.4,1.0,2.4,6.8
CHRM5 antagonist,-22.1,10.4,-8.7,1.5,0.0,-14.2
CHO-K1 Ca ag,0.1,0.5,0.9,0.4,1.6,-0.2
CHO-K1 Ca antag,4.5,-7.5,-22.4,-15.7,-12.4,-2.3

As entered above.
no. 10 in M5 PAM shows 5.4
no. 8 in CHRM5 antagonist shows 10.4
no. 12 in M4 antag shows 7.4
no. 7 in M4 PAM shows -4.0

Further compounds follow:
(13) Fc1ccc(CCN2CCN=C2Nc2ccccc2)cc1
(14) Cc1cc(NC(=O)c2cccc(Oc3ccccc3)c2)n[nH]1
(15) COc1cccc(NC(=O)N(C)C[C@H]2OCc3cnnn3CCCC(=O)N([C@H](C)CO)C[C@@H]2C)c1
(16) Cc1cc(CNC(=O)COC(=O)c2ccc(Cl)c(N)c2)cc(C)c1O
(17) CC(=O)C1=C(C)Nc2ncnn2C1c1ccc(Cl)cc1 (centres undefined)
(18) CC(=O)Nc1ccc(NC(=O)C(C)Oc2ccccc2C(=O)NCc2ccccc2)cc1 (centres undefined)

assay / entry,13,14,15,16,17,18
M4 PAM,3.4,0.4,6.5,-0.2,8.8,6.9
M5 PAM,-5.5,1.6,0.9,-6.6,9.9,-7.0
M5 ag,-3.9,-2.4,0.6,3.9,-4.0,3.6
CHRM4 agonist,4.3,0.7,0.9,3.3,0.5,2.5
M4 antag,-3.7,7.1,-14.1,-10.3,0.8,3.9
M1 PAM parental,10.0,16.4,19.4,-24.1,5.6,11.9
CHRM5 antagonist,0.7,7.9,3.4,7.4,-2.8,7.9
CHO-K1 Ca ag,4.1,1.0,0.3,1.0,1.2,1.9
CHO-K1 Ca antag,-16.1,-16.1,-14.6,19.5,-13.5,-8.8

Some of the entries so far, field by field:
13) Fc1ccc(CCN2CCN=C2Nc2ccccc2)cc1
  M4 PAM = 3.4
  M5 PAM = -5.5
  M5 ag = -3.9
  CHRM4 agonist = 4.3
  M4 antag = -3.7
  M1 PAM parental = 10.0
  CHRM5 antagonist = 0.7
  CHO-K1 Ca ag = 4.1
  CHO-K1 Ca antag = -16.1

14) Cc1cc(NC(=O)c2cccc(Oc3ccccc3)c2)n[nH]1
  M4 PAM = 0.4
  M5 PAM = 1.6
  M5 ag = -2.4
  CHRM4 agonist = 0.7
  M4 antag = 7.1
  M1 PAM parental = 16.4
  CHRM5 antagonist = 7.9
  CHO-K1 Ca ag = 1.0
  CHO-K1 Ca antag = -16.1

15) COc1cccc(NC(=O)N(C)C[C@H]2OCc3cnnn3CCCC(=O)N([C@H](C)CO)C[C@@H]2C)c1
  M4 PAM = 6.5
  M5 PAM = 0.9
  M5 ag = 0.6
  CHRM4 agonist = 0.9
  M4 antag = -14.1
  M1 PAM parental = 19.4
  CHRM5 antagonist = 3.4
  CHO-K1 Ca ag = 0.3
  CHO-K1 Ca antag = -14.6

16) Cc1cc(CNC(=O)COC(=O)c2ccc(Cl)c(N)c2)cc(C)c1O
  M4 PAM = -0.2
  M5 PAM = -6.6
  M5 ag = 3.9
  CHRM4 agonist = 3.3
  M4 antag = -10.3
  M1 PAM parental = -24.1
  CHRM5 antagonist = 7.4
  CHO-K1 Ca ag = 1.0
  CHO-K1 Ca antag = 19.5

Next section.
(19) CC(=O)c1ccccc1NC(=O)COC(=O)/C(=C/c1ccccc1)n1nnnc1C
(20) COc1ccc(CN2C[C@H]3CCCN3c3cc(Br)ccc3S2(=O)=O)cc1
(21) C=CCn1c(Cc2ccc(OC)cc2)nnc1SCC(=O)c1cccc([N+](=O)[O-])c1
(22) O=C(CCNC(=O)c1ccc([N+](=O)[O-])cc1)Nc1ccc(S(=O)(=O)N2CCOCC2)cc1
(23) O=C(CCN1CCCCC1)c1cccc(Cl)c1
(24) O=C(C(c1ccccc1)c1ccccc1)N1CCN(CCN2C(=O)c3cccc4cccc(c34)C2=O)CC1
(25) O=C(CSc1ccc(-c2ccc(F)cc2)nn1)N1CCOCC1
(26) c1ccc(Cc2nnc3sc(Nc4ccccc4)nn23)cc1
(27) CC(=O)Oc1ccc(-c2cccc(C(=O)OCC(=O)N(C)c3ccccc3)c2)cc1

assay / entry,19,20,21,22,23,24,25,26,27
M4 PAM,-5.9,-7.8,1.6,8.2,-3.4,-9.9,-5.0,-0.5,-5.6
M5 PAM,-1.3,-8.5,0.1,4.0,-2.2,-4.6,1.2,1.1,-10.9
M5 ag,-3.2,-0.8,1.7,-1.5,2.0,-3.8,3.5,1.9,0.8
CHRM4 agonist,2.0,0.0,4.3,-0.1,1.1,6.8,0.7,1.7,7.7
M4 antag,3.0,11.7,0.8,4.0,5.6,-3.2,-1.5,8.2,0.5
M1 PAM parental,12.6,3.4,22.5,5.6,-19.9,-10.0,15.5,22.4,7.2
CHRM5 antagonist,3.9,10.2,-2.5,4.1,9.6,1.5,9.7,1.9,12.0
CHO-K1 Ca ag,1.6,0.4,5.1,2.6,-0.4,1.0,0.2,5.5,3.2
CHO-K1 Ca antag,2.4,-5.0,-30.6,-2.0,2.6,8.4,-12.5,-3.0,-1.4

The order is random, and some 2.7% of all compounds hit somewhere here.
